# Assay outcomes from PubChem.
# GALK inh: inhibitors of human galactokinase | Potency, µM (titrated, usually from 57.5 µM), without a hit: top-dose activity change, negative = inhibition, hits mostly inhibitors | Purified GALK, Kinase-Glo residual ATP luminescence | P51570 | AID 1868 | actives 0.007% (n = 270,000); note: potency is the fitted concentration of half-maximal effect; % is set by controls: 0 for no effect and ±100 for the full control effect
#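 5 nM enzyme, 35 uM ATP, 100 uM galactose, 20 mM HEPES pH8.0, 5 mM MgCl2; 1 h RT; residual ATP by Kinase-Glo Plus luminescence, qHTS format.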
# TSHR antagonist: human thyrotropin receptor antagonism. P16473. TSHR-expressing cells, TSH-stimulated cAMP HTRF, 2 h; stronger effect = lower value. activity change, negative = inhibition, % at 11.5 µM. actives 0.2% (n = 330,000);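 active = activity change below a set negative limit, meaning inhibition stronger than a set level, cut at about -70% in these data; inconclusive = activity change between two set negative limits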; note: % is set by controls: 0 for no effect and ±100 for the full control effect
#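 Antagonism was scored as loss of TSH-driven cAMP in TSHR cells, stimulated with 4nM TSH (EC80) for 2 hours at 37 deg C and detected by homogeneous HTRF competition immunoassay.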
# PKM2 act: increases activity of human pyruvate kinase M2; P14618; purified PKM2, Kinase-Glo ATP luminescence, activation; response scale: 0% is enzyme alone, no compound; Potency, µM (doses to about 57.5 µM), without a hit: at the highest dose activation, hits mostly activators; actives 0.34% (n = 260,000); AID 1631; note: potency is the fitted concentration of half-maximal effect; % is set by controls: 0 for no effect and ±100 for the full control effect; nearly all actives have a fitted effect of over 55% in size
#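 Kinase-Glo luminescence reports ATP generated from ADP (0.1 mM) and PEP (0.5 mM) by purified hPK-M2 after 1 h at room temperature, pH 7.2 imidazole buffer; intermediate enzyme activity allows detecting inhibitors and activators.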
# hERG WT inh: KCNH2 (human, wildtype) channel inhibition | Q12809 | U2OS, BacMam KCNH2, thallium flux FluxOr; stronger effect = lower value | activity change, % at 1.84 µM | actives 0.37% (n = 340,000);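 active = maximum activity change below -70%; inconclusive = maximum activity change between -70% and -50%; inactive = maximum activity change above -50%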; note: % is set by controls: 0 for no effect and ±100 for the full control effect
#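 U2OS cells were transduced with wild-type KCNH2 virus (2.03 x 10^8 / mL) for 4 h at room temperature, then cultured overnight at 37 C. Thallium flux was read with FluxOr dye. Rate constants were normalized to DMSO controls.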
# BCR signal inh: blocks chronic active B-cell receptor signaling; ABC-DLBCL IkBa-CBG/CBR reporter, luminescence ratio, 4 h; actives 0.05% (n = 340,000); Potency, µM (titrated, usually from 46.1 µM), for inactives: top-dose ratio change, negative = lower green/red ratio, usual class: inhibitors; active = well fitted inhibition curve with a large enough effect in the signal ratio, with a control signal flat, not every such curve was filed as active; inconclusive = small, poorly fitted or top-dose-only effect, or effect the other way, or a change in a side signal; the % refers to the signal ratio;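 note: potency is the fitted concentration of half-maximal effect; plate controls were basal doxycycline-induced cells for no effect and cells given 10 µM MG132 for full effect; MG132 reads +100%, hits lower the ratio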
#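 TMD8 ABC-DLBCL cells carrying doxycycline-inducible green luciferase fused to IkappaBalpha plus unfused red luciferase were exposed to compounds (up to 46 uM) for 4 hrs at 37C. Activity came from the overlap-corrected green/red luminescence ratio.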
# Eya2 phos inh: Eya2 (human) phosphatase inhibition | O00167 | AID 488837 | actives 0.006% (n = 330,000) | Potency, µM (doses to about 76.9 µM), for inactives: at the highest dose activity, negative = inhibition, most hits filed as inhibitors | recombinant Eya2, OMFP fluorescence dephosphorylation (OMFP is methylfluorescein phosphate); note: potency is the fitted concentration of half-maximal effect; % is set by controls: 0 for no effect and ±100 for the full control effect
# Target sequence (O00167 whole entry, looked up): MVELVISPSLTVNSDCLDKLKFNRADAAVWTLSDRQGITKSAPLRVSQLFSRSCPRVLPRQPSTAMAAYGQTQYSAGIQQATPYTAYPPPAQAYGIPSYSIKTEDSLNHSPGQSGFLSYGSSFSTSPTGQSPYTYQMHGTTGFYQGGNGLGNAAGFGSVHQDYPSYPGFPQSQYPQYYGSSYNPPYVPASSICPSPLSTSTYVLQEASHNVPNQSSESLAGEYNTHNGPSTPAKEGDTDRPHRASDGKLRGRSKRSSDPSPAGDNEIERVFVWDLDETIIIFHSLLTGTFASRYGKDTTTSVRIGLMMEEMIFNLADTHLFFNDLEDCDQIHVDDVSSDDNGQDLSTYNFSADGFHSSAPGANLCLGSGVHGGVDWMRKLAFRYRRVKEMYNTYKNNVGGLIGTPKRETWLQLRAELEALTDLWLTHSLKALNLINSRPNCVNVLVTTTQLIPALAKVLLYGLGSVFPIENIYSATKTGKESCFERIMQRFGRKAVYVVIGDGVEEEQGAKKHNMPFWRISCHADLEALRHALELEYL
#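 Eya2 protein (added as 0.2 uM solution) was preincubated with compound for 10 min at ambient temperature in 50 mM HEPES pH 7.5, 50 mM NaCl, 5 uM MgCl2, 0.05% BSA, 1 mM DTT. OMFP (added at 50 uM) then reacted 10 min; fluorescence read at 485/525 nm.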
# ASM inhibitor: blocks human secretory acid sphingomyelinase; P17405; placental ASM, HMU-PC fluorogenic substrate, 60 min; actives 0.006% (n = 340,000); AID 504937; Potency, µM (doses to about 57.5 µM), inactives show top-dose activity change, negative = inhibition, actives largely listed as inhibitors; note: potency is the fitted concentration of half-maximal effect
#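 Human placenta-derived ASM enzyme was preincubated with compound for 10 minutes at room temperature, then given fluorogenic substrate HMU-PC0 (9 uM final) for 60 minutes at 37 °C; a pH 10 stop preceded fluorescence reading at Ex 386/Em 447 nm.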
# Mito fusion yeast: mitochondrial division inhibition or fusion activation. S. cerevisiae fusion-defective mutant growth rescue, CellTiterGlo 48 h. Potency, µM (highest dose often 46.1 µM), for the others: top-dose growth rescue (activation), usual class: activators. actives 0.23% (n = 320,000);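 note: potency is the fitted concentration of half-maximal effect; % of control where 0% means no effect; nearly all actives have a fitted effect of over 45% in size; temperature-sensitive fusion mutants such as fzo1-1 at 37 °C on non-fermentable ethanol glycerol medium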
#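 Yeast fusion mutant, YPEG (non-fermentable carbon), compound, 48 h at 37C non-permissive; CellTiterGlo added, 10 min RT, luminescence read. Rescued growth = division inhibition.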
# USP2a block: inhibitors of human ubiquitin-specific protease USP2a. AID 463254. Potency, µM (doses to about 38.3 µM), inactives show top-dose activity change, negative = inhibition, hits mostly inhibitors. USP2 core, Ub-CHOP2 coupled fluorogenic reporter, 485/531. actives 0.01% (n = 330,000);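 note: potency is the fitted concentration of half-maximal effect; plate controls were DMSO wells for no effect and full inhibition by NEM control for full effect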
# Target sequence (O75604 whole entry, looked up): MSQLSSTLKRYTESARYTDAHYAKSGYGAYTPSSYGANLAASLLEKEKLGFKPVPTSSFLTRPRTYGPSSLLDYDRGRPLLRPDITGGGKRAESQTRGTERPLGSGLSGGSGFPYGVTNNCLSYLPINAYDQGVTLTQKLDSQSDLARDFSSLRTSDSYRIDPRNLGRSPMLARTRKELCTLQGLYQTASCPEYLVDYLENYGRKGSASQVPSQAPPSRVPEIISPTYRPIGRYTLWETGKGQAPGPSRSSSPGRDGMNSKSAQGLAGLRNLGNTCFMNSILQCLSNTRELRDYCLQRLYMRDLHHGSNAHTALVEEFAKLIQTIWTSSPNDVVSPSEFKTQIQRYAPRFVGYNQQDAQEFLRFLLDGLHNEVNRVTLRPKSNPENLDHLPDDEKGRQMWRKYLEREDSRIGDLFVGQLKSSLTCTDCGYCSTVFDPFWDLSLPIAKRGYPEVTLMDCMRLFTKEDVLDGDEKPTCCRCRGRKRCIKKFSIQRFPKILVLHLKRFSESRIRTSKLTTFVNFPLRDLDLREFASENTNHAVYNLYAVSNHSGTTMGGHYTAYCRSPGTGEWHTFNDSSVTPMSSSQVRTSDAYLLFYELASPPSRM
#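 USP2 core (10nM final) preincubated 30min RT with compound in 20mM Tris-HCl pH 8.0, 2mM CaCl2, 2mM beta-mercaptoethanol, 0.05% CHAPS; 25nM Ub-CHOP2 plus 25nM reporter substrate added, fluorescence (Ex485/Em531) read after 60min.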
# Menin-MLL TR inh: menin-MLL binding inhibition, Texas Red mutant peptide; O00255; Menin + Texas Red MLL mutant peptide, fluorescence polarization; Potency, µM (titrated, usually from 61.6 µM), for inactives: top-dose FP activity change, negative = inhibition, hits mostly inhibitors; actives 0.23% (n = 270,000); active = well fitted inhibition curve with a large enough effect in the polarisation, with a control signal flat, not every such curve was filed as active; inconclusive = small, poorly fitted or top-dose-only effect, or effect the other way, or a change in a side signal; inactive = no such curve, though single readings can be large or run the other way; the % refers to the polarisation; note: potency is the fitted concentration of half-maximal effect; % of control where 0% means no effect; many of its hits are not listed in these tables
# MBNL1 CUG block: blocks human MBNL1 binding to CUG repeat RNA. Q9NR56. TR-FRET MBNL1-His/biotin-(CUG)12 binding, 665/545 ratio. Potency, µM (top dose mostly 57.5 µM), for inactives: at the highest dose activity change, negative = inhibition, hits mostly inhibitors. actives 0.036% (n = 280,000). AID 2675; active = well fitted inhibition curve with a large enough effect in the signal ratio, with a control signal flat, not every such curve was filed as active; inconclusive = small, poorly fitted or top-dose-only effect, or effect the other way, or a change in a side signal; inactive = no such curve, though single readings can be large or run the other way; the % refers to the signal ratio; note: potency is the fitted concentration of half-maximal effect; % is set by controls: 0 for no effect and ±100 for the full control effect
#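 Inhibition of protein-RNA binding appears as loss of TR-FRET between terbium anti-His antibody on MBNL1-His and streptavidin-XL665 on biotin-(CUG)12. Activity is normalized to buffer-only and uninhibited-complex controls.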
# Active calls of the source: *; ? = inconclusive; . = not tested or not shown; [ ] = dose if it differs, or a comment. Unless noted, calls come from the whole dose curve; as a rule, active = well fitted curve in the direction sought with a large enough effect; inconclusive = small, poorly fitted or top-dose-only effect, or another doubt; inactive = no such curve, though single readings can be large; an effect the other way counts as inactive or inconclusive. An excerpt; count on the stated rates, not on these rows.
SMILES,GALK inh,TSHR antagonist,PKM2 act,hERG WT inh,BCR signal inh,Eya2 phos inh,ASM inhibitor,Mito fusion yeast,USP2a block,Menin-MLL TR inh,MBNL1 CUG block
CC(CN1CCCC1)OC(=O)c1ccc(Cl)cc1Cl (configuration not stated),7.8%,-0.7,2.3%[11.5 µM],5.5,-1.5%,-8.3%,6.0%,-1.1%,0.8%,-9.8%,5.1%
Cc1ccsc1/C=C1/SC(=O)N(CC(=O)N2CCCC2)C1=O,7.9%,16.4,-2.2%,-11.8,7.0%,-7.0%,-1.2%,5.1%,0.6%,.,?
Cc1ccc(C(=O)NNC(=O)C2CCN(Cc3ccccc3)CC2)cc1,-0.6%,7.2,0.5%,10.2,0.2%,-3.1%,-1.1%,1.8%,-0.8%,-14.8%,-1.4%
Cn1cccc1C(C#N)c1cccc(F)c1C#N (configuration not stated),-0.2%,4.4,4.7%,3.8,-4.3%,-3.3%,-3.4%,-5.3%,6.7%,4.2%,-0.7%
COc1ccc(CC(=O)N2CCc3cc(OC)c(OC)cc3C2C)c(OC)c1 (configuration not stated),.,-11.7,.,-8.6,2.7%,11.3%,-2.5%,-0.2%,-1.6%,-18.7%,-2.2%
Cc1c(CCC(=O)O)c(=O)oc2cc(OCc3ccc(Br)cc3)ccc12,-0.3%,0.2,.,-8.4,2.7%,5.1%,-1.3%,20.2%,0.6%,1.6%,-13.7%
CCOC(=O)c1c(N)c(C#N)nn1-c1ccccc1C(=O)OC,2.0%,-4.7,-0.2%,.,?,-20.7%,.,10.3%,-2.0%,18.3%,4.6%
Cc1cccc(CC2CC(=O)N(c3nc4ccccc4s3)C2=O)c1 (configuration not stated),2.8%,5.0,7.0%,-1.4,1.7%,-0.5%,-6.6%,-5.5%,3.8%,4.7%,-3.0%
O=C(CCC(=O)N(c1cccc(F)c1)C(C(=O)NC1CCCC1)c1ccncc1)Nc1cccnc1 (configuration not stated),-0.8%,-0.6,0.5%,-5.0,-3.6%,2.4%,-0.5%,1.3%,3.5%,0.2%,?
Cn1c(=O)c2c(nc(NCC3CCCO3)n2C)n(C)c1=O (configuration not stated),-4.1%,-5.8,-2.6%,-2.5,?,4.2%,2.2%,-4.4%,-0.8%,8.7%,8.7%
CCOC(=O)C1=NOC2C(=O)N(c3ccc(Cl)cc3Cl)C(=O)C12 (configuration not stated),4.4%,-3.7,-6.5%,1.5,?,?,4.6%,6.1%,3.1%,2.9%,-5.8%
O=C1NC(=Nc2ccccc2Cl)S/C1=C\c1cccc([N+](=O)[O-])c1O,-7.2%,-31.7,-4.4%,17.1,?,-12.4%,-11.4%,-28.0%,-1.3%,?,?
Cc1cc(C)c(OCC(=O)Nc2cc(C(=O)O)cc(C(=O)O)c2)cc1C,-1.6%,0.1,-1.5%,-0.4,-6.1%,12.3%,18.2%,?,3.5%,2.0%,-4.3%
CC(=O)/C=C/c1ccc2ccccc2n1,2.8%,20.7,10.3%,2.1,?,9.0%,2.6%,-24.4%,4.0%,-7.0%,-2.9%
O=C(Nc1ccncc1)c1cc(S(=O)(=O)N2CCOCC2)ccc1Cl,.,-1.9,.,0.5,-27.9%,-2.4%,.,-4.5%,0.1%,.,.
CC(=O)N1CCN=C1SCc1ccccc1F,-3.3%,-2.6,?,7.2,-0.8%,-8.4%,-0.2%,3.7%,-5.9%,1.7%,-3.9%
CCOc1ccc2oc(C(=O)N3CC(C)OC(C)C3)c(C)c2c1 (configuration not stated),-6.9%,-15.2,1.5%,-4.2,?,-11.1%,-1.5%,3.1%,3.9%,.,-17.3%
Cc1[nH]c(=O)[nH]c(=O)c1S(=O)(=O)Nc1ccc(F)cc1Cl,.,6.5,.,2.0,2.6%,-1.2%,9.6%,3.0%,-2.2%,7.7%,0.9%
CCOC(=O)c1ccsc1NC(=O)c1ccco1,-1.4%,31.1,0.1%,3.9,1.3%,1.2%,2.1%,7.6%,-5.2%,.,-6.0%
CN(C)S(=O)(=O)N1CCC(Oc2cccc(C(=O)NC3CCCCCC3)c2)CC1,-1.2%,-31.6,-4.7%,-9.0,?,-0.1%,1.5%,0.6%,1.8%,.,-3.9%
CC(=O)Nc1ccc(C(=O)OC2CCCCC2=O)cc1 (configuration not stated),-0.3%,1.2,0.9%,4.4,?,10.7%,-0.9%,0.4%,2.9%,0.8%,-16.2%
O=C(NCCCCCCOC1=NS(=O)(=O)c2ccccc21)C(=O)Nc1ccccc1,-2.4%,-16.2,1.7%,-6.0,?,-4.3%,-2.3%,2.3%,3.4%,0.8%,-13.4%
Cc1nn(C)c(C)c1NC(=O)c1ccccc1NC(=O)Nc1ccccc1,14.6%,-8.5,-5.5%,-33.8,-16.4%,15.3%,-2.7%,1.2%,-0.5%,.,2.9%
COc1ccc2[nH]c3c(c2c1)CCN1C(=O)C(CC(=O)NCCC2=CCCCC2)C[C@H](C(=O)N2CCCCC2)[C@@]31CCc1ccccc1 (some centres not stated),.,16.8,.,-0.4,?,5.3%,1.9%,.,5.1%,.,.
CCN(C)Cc1c(C(=O)N2CCc3ccccc3C2)nc2ccc(Cl)cn12,0.1%,-6.1,-0.1%,25.4,?,-3.6%,3.4%,0.8%,-2.0%,-29.2%,0.4%

# Going on with the list.
SMILES,GALK inh,TSHR antagonist,PKM2 act,hERG WT inh,BCR signal inh,Eya2 phos inh,ASM inhibitor,Mito fusion yeast,USP2a block,Menin-MLL TR inh,MBNL1 CUG block
Cn1cc(Br)c(C(=O)Nc2c(F)c(F)c(F)c(F)c2F)n1,-0.2%,-3.3,0.8%,2.9,-1.6%,4.9%,4.1%,-4.8%,-0.4%,-6.6%,-0.8%
Cc1cc(C)c(OCC(=O)N/N=C/c2ccco2)c(C)c1,-1.8%,-1.0,-7.0%,-4.6,?,-3.6%,-5.2%,-7.5%,2.7%,.,12.6%
COc1ccc(CNC(=O)C2CCN(S(=O)(=O)c3ccc4c(c3)N(C(C)=O)CCO4)CC2)cc1,-1.5%,-0.3,.,0.4,2.5%,-2.2%,1.7%,-1.1%,3.3%,-4.1%,-8.7%
Cc1ccc(CNS(=O)(=O)c2cn(C)c(=O)n(C)c2=O)cc1,0.6%,8.9,-12.3%,-7.6,-0.4%,7.4%,1.9%,-0.6%,1.1%,.,-4.4%
Oc1ccccc1C(=S)N1CCCC1,-1.0%,0.9,0.3%,-8.6,-6.1%,1.4%,-1.4%,0.6%,1.0%,-0.9%,-2.4%
NS(=O)(=O)c1cnccc1Nc1ccc(Cl)cc1,.,0.3,-3.0%,1.7,1.1%,-4.2%,0.9%,-11.9%,5.7%,10.8%,-13.9%[11.5 µM]
O=C(Nc1cccc2ccccc12)c1cnsn1,-3.6%,-1.9,1.4%,.,-14.8%,2.7%,5.8%,1.4%,10.3%,9.8%,8.5%
NC(=O)N=Nc1c(O)[nH]c2ccc([N+](=O)[O-])cc12,.,2.6,2.6%,-2.2,0.4%,6.6%,-1.6%,4.3%,-5.6%,.,?
CCC(C)C(=O)Nc1nnc(CCc2ccccc2)s1 (configuration not stated),5.9%,35.9,1.8%,-7.7,-0.6%,12.1%,-2.4%,-8.9%,-0.8%,-22.5%,-5.6%
S=C(CN1CCCC1=S)NCCc1ccccc1,10.4%,-4.7,-0.4%,4.4,-4.5%,16.0%,-1.3%,6.2%,-4.1%,.,2.0%
CN(C)C(=O)CCc1ccc2c3c([nH]c2c1)[C@]1(C)[C@@H](C(=O)N2CCOCC2)C[C@H](CC(=O)NCC24CC5CC(CC(C5)C2)C4)C(=O)N1CC3,.,0.9,.,-4.2,-8.8%,3.5%,0.5%,.,0.6%,.,.
O=C(Nc1c2c(nn1-c1ccccc1)CS(=O)(=O)C2)c1cc2ccccc2o1,4.8%,15.9,-4.2%,-11.4,0.3%,-13.1%,0.4%,2.0%,-0.6%,.,4.5%
CC1CN(Cc2c(O)ccc3c(=O)c(-c4ccccc4Cl)coc23)CC(C)O1 (configuration not stated),-0.7%,-7.2,.,-0.4,0.6%,12.4%,5.9%,7.9%,0.2%,?,-1.2%
C=CCn1c(-c2csc(-c3ccc(Cl)cc3)n2)n[nH]c1=S,-3.2%,3.5,-2.4%,-187.3*,-2.4%,25.2%,-5.0%,-3.1%,0.2%,?,-0.2%
